Screens as filed in PubChem BioAssay.
Myeloid diff MLP: promotes myeloid progenitor differentiation. ER-HoxA9 myeloid progenitors, lysozyme-GFP differentiation, flow cytometry. actives 1% (n = 360,000). calls only at 10 µM. AID 624256;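 active = normalized GFP-positive differentiation at or above the plate's own cutoff, the solvent-only control mean plus 3 SD; inconclusive = no clear call, values can overlap the other calls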;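 note: cells exposed to compound for four days before flow analysis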
MgcRacGAP inhibition: MgcRacGAP GTPase-activating activity inhibitors, confirmation, biochemical, ADP Hunter fluorescence; MgcRacGAP-stimulated Rac1 GTP hydrolysis, ADP Hunter fluorescence; higher % means a stronger effect; GST-tagged Rac1 F28L mutant substrate; one-dose inhibition, % at 30 µM; IC50 in µM for titrated hits; actives 0.6% (n = 340,000);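 active = first-screen hits whose inhibition reached a set limit at any dose in the follow-up dose series; inconclusive = inhibition above the set first-screen limit but never retested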;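 note: fluorescence reports GDP produced by GAP-driven GTP hydrolysis; strong numbers were not always called active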
RSV CPE inhibition: RSV antiviral activity via CPE protection, HEp-2 cells, primary 10 µM value included (AID 2391). HEp-2 cells, RSV-induced CPE inhibition; higher % means a stronger effect. CPE inhibition, % at 10 µM; hits with a dose series show IC50 in µM. actives 0.13% (n = 310,000); in the data active = a potency from the dose series; inconclusive = CPE inhibition mostly from about 23% at the one dose, without a potency; inactive = the rest, 99 in 100 with CPE inhibition below about 21%; note: strong numbers were not always called active
UTI89 phage lysis: protection from phage-mediated lysis, alamar blue read-out – E. coli UTI89, K1F phage, bacterial capsule biogenesis inhibitors (AID 488966) | E. coli UTI89 K1F phage lysis, alamar blue, 2 h; higher % means a stronger effect | inhibition, % at 100 µM; hits with a dose series show IC50 in µM | actives 0.02% (n = 340,000);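 active = phage lysis inhibition, versus mean bacterial control, above a set limit; inconclusive = no clear call, values can overlap the other calls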;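 note: capsule biogenesis inhibitors block K1F phage lysis so surviving cells raise fluorescence; higher fluorescence means more inhibition of phage lysis; actives were called in the ten point dose series up to 300 µM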
TNAP activators: stimulation of alkaline phosphatase TNAP activity – biochemical, luminescent, no phosphate acceptor, uHTS, primary screen (AID 1001); purified TNAP, luminescent activation assay, no phosphate acceptor; higher activation fold means a stronger effect; actives 0.03% (n = 200,000); activation fold at 20 µM, or EC50 in µM where a hit was titrated; in the data active = activation fold from about 3, or a potency from the dose series; inactive = the rest, 99 in 100 with activation fold below about 1.6; note: many of its hits are not listed in these tables
T cell HTS: T cell immune modulation candidate | 2C CD8+ T cell-vesicle binding, flow cytometry; stronger effect = lower value | calls only at 7 µM | actives 0.068% (n = 330,000) | AID 2052;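 active = response, share of CD8 T cells binding vesicles, and their 90th percentile fluorescence all below set limits, cut at about 80% in these data, passing the limit was not always enough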
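Test system: purified 2C TCR transgenic mouse naive CD8+ T cells. Probe or stimulus: QL9-peptide-loaded Drosophila micro-vesicles bearing Ld, ICAM-1 and B7-1. Incubation: binding step 1.5 h, 37 °C, antibody labelling 20 min, ice. Measured by: flow cytometry of vesicle-bound cells.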
NTR1 ag: NTR1-driven beta-arrestin-GFP spot formation – imaging, U2OS cells, high content, primary screen (AID 493036); agonist mode; activation, % at 20 µM; actives 0.17% (n = 330,000);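 active = activation at or above 40% of the spot to cytoplasm intensity ratio, with at least 20 cells analyzed; inconclusive = wells under 20 cells, flagged as cytotoxic or low count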;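 note: 0% = DMSO without peptide and 100% = 100 nM NTR1 peptide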
Target sequence (P30989 whole entry, looked up): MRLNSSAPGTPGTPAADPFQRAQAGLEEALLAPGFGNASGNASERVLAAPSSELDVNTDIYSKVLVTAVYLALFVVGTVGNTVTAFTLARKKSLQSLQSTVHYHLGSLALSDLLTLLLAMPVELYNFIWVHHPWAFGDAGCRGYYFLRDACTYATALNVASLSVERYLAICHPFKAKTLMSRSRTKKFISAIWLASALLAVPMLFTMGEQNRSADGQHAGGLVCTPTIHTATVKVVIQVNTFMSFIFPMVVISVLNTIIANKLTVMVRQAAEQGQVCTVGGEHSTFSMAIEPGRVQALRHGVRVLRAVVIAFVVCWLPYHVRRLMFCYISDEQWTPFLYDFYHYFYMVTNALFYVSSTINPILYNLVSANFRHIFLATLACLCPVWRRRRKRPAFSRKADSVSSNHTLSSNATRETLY
Salmonella PhoP GFP: inhibitors of PhoP regulon expression, primary screen, Salmonella Typhimurium, GFP reporter (AID 1863); S. Typhimurium PhoP-regulated promoter GFP reporter, 4 h; higher % means a stronger effect; inhibition, % at 50 µM, or IC50 in µM where a hit was titrated; actives 0.16% (n = 300,000);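 active = inhibition over 29.93%, a cutoff 3 SD above the screen mean, later confirmed by dose response; inconclusive = inhibition over 29.93% but no dose response follow-up; inactive = inhibition at most 29.93% or unconfirmed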;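 note: 0% = low Mg2+ inducing control and 100% = high Mg2+ repressing control; strong numbers were not always called active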
Large T inhibition: SV40 large T antigen inhibitors, biochemical (AID 1903) | inhibition, % at 20 µM, or IC50 in µM where a hit was titrated | SV40 large T antigen ATPase/helicase inhibition assay; higher % means a stronger effect | actives 0.39% (n = 310,000); in the data active = a potency from the dose series; inconclusive = inhibition mostly from about 32% at the one dose, without a potency; inactive = the rest, 99 in 100 with inhibition below about 32%; note: strong numbers were not always called active
T cell HTS vesicle-bound %: also measured in T cell HTS; calls as there; double positive events, %; measured here: CD8+ vesicle-bound cell fraction;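 binding gate set so that unloaded-vesicle control wells show 10% double positive cells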
NTR1 ag cell count 20 µM: also measured in NTR1 ag; calls as there; cell count; measured here: cell count, cytotoxicity flag
Myeloid diff MLP GFP+ MAC1+ %: second read-out of Myeloid diff MLP, no call of its own (marks repeat the call); GFP+ MAC1+ double positive, %; measured here: differentiation confirmed by MAC1 staining
* marks the source's active call; other numbers are inactive results; i = inactive; ? = inconclusive; nt = not tested or not shown; [ ] = remark or other dose.

SMILES	Myeloid diff MLP	Myeloid diff MLP GFP+ MAC1+ %	MgcRacGAP inhibition	RSV CPE inhibition	UTI89 phage lysis	TNAP activators	T cell HTS	T cell HTS vesicle-bound %	NTR1 ag	NTR1 ag cell count 20 µM	Salmonella PhoP GFP	Large T inhibition
COc1cc(=O)oc(CCC(C)O)c1C (stereo not given)	i	0.5	13%	nt	0.1%	nt	nt	nt	1.3	68	nt	nt
COc1ccc(/C(C)=N/NC(=O)CN(c2ccc(OC)cc2)S(=O)(=O)c2ccccc2)cc1	i	0.7	6%	51%	0.2%	nt	i	20	2.0	43	-10%	2%
COc1ccc(C2CC(c3ccc(C)o3)=NN2C(C)=O)cc1 (stereo not given)	i	0.8	-6%	1.3%	0.9%[50 µM]	1.1	i	50	1.8	37	16%	2%
Cc1c(N=C/C=C/c2ccccc2)c(=O)n(-c2ccccc2)n1C	i	7.6	11%	1.1%	-0.2%	1.1	i	11	2.1	53	-1%	19%
Cc1ccc(NC(=O)CSc2nnc(Cc3csc(C)n3)o2)cc1	i	0.5	3%	0.1%	0.5%[50 µM]	nt	i	7	0.9	79	nt	nt
N/C(=N\OC(=O)CCCc1ccccc1)c1cccnc1	i	0.7	6%	0.8%	2.4%	1.1	i	24	-0.7	70	-9%	10%
CCOC(=O)C1CCN(S(=O)(=O)c2ccc(OC)c(C(=O)N3CCCCCC3)c2)CC1	i	4.3	3%	1.0%	0.1%	nt	i	24	-1.2	58	2%	0%
O=C1C=C(Nc2cccc(O)c2)CC(c2ccco2)C1 (stereo not given)	i	1.0	10%	0.1%	0.7%	1	i	51	1.3	79	3%	7%
COc1ccc(C(=O)NNc2cc(C)nc(NNC(=O)c3ccc(OC)cc3)n2)cc1	i	0.6	-1%	-0.3%	-1.1%	2.7	i	33	1.5	41	-7%	20%
CCn1c(=S)sc2c(=O)n(CC(=O)Nc3cccc(Br)c3)c(C)nc21	i	1.2	6%	13%	0.3%	nt	i	40	15	61	5%	16%
CCC(C)[C@H](N)c1cn([C@@H](Cc2ccc(O)cc2)C(=O)N2CCNCC2)nn1 (stereo not given in full)	i	1.0	8%	-2.1%	2.8%	1.1	i	23	-1.8	75	-5%	3%
COc1cc(CC(=O)OCC(=O)c2c[nH]c3ccccc23)cc(OC)c1OC	i	3.0	4%	0.0%	0.9%[50 µM]	nt	i	40	2.1	47	nt	nt
O=C(N/N=C1\CC(c2ccccc2)Oc2ccccc21)c1ccc(O)cc1 (stereo not given)	i	0.7	7%	3.2%	0.4%	nt	i	31	2.8	36	9%	-4%
COc1ccc(OC)c(NC(=O)CSc2nnc(-c3ccco3)o2)c1	i	1.3	9%	0.9%	-0.2%	nt	i	17	1.5	85	2%	8%
CCc1sc(C(=O)Nc2ccc3c(c2)OCO3)cc1C	i	0.3	4%	nt	0.9%[50 µM]	nt	i	53	-1.3	48	nt	nt
COc1ccc([C@H]2CC(=O)C=C(c3ccc(OC)c(OC)c3)C2)cc1	i	0.3	9%	3.1%	-0.4%	nt	i	57	1.8	56	nt	nt
COCC(=O)OCC(=O)Nc1cc([N+](=O)[O-])ccc1Cl	i	0.8	2%	nt	-0.1%	1	nt	nt	nt	nt	-6%	9%
CN(C)S(=O)(=O)c1ccc(N2CCCC2)c(C(=O)N2CCN(S(=O)(=O)c3ccc(F)cc3)CC2)c1	i	0.7	-4%	-1.7%	1.0%[50 µM]	nt	i	37	0.5	54	0%	14%
COc1cc(CN2CCCC(C(=O)c3ccc4c5c(cccc35)CC4)C2)cc(OC)c1O (stereo not given)	i	0.3	-7%	1.5%	-0.6%	1.1	i	14	0.8	42	14%	15%
CCC(=O)c1ccc(O)c(CC=C(C)C)c1	i	0.4	4%	-0.4%	0.1%	1.1	i	24	-0.3	42	9%	5%
CC(=O)c1ccc(N2CCN(c3ccccc3O)CC2)c([N+](=O)[O-])c1	i	0.7	6%	?	-1.4%	nt	i	34	3.6	39	7%	11%
O=C(c1ccc(C#CC2(O)CCCCC2)cc1)N1CCN(Cc2ccccc2)CC1	i	0.8	7%	0.6%	0.3%	1.1	i	13	1.6	59	-16%	5%
CC(=O)c1cc2c(cc1NC(=O)C1CCC1)OCO2	i	0.3	-2%	2.1%	0.4%	1.1	i	61	-2.5	101	nt	nt
COc1ccc(NC(=S)NC(=O)c2ccc(Br)o2)cc1	i	0.0	4%	3.4%	-0.2%	1	i	54	0.0	98	1%	15%
O=C(CSc1nc2ccccc2s1)NCc1ccc2c(c1)OCO2	i	0.4	12%	0.8%	1.2%[50 µM]	1.5	i	16	-0.1	67	2%	19%
Cc1ccsc1C=Nc1ccc(O)cc1	i	0.7	18%	3.9%	1.8%	1.1	i	26	0.1	70	48%	31µM*
COc1ccc(C2=NN(C(=O)c3ccccc3)C(c3ccccc3)C2)c(O)c1 (stereo not given)	i	0.5	1%	1.6%	0.0%	nt	i	60	13	81	0%	16%
C=CCNC(=O)c1sc(-c2ccccc2)nc1C	i	0.8	6%	-1.6%	-1.2%	1.1	i	32	-0.5	41	0%	12%
Cc1oc2c(c(C)cc3oc(=O)c(CC(=O)N[C@@H](C)C(=O)O)c(C)c32)c1C	i	0.5	10%	2.0%	-1.1%[50 µM]	nt	i	11	1.8	85	-2%	9%
O=C(Cn1c(CO)nc2ccccc21)NCCc1ccc(F)cc1	i	0.4	4%	1.9%	0.2%	1.1	i	19	1.4	56	11%	0%
Cc1cc(NC(=O)CSCc2ccccc2C)no1	i	0.7	2%	0.9%	-0.3%	1	i	28	-0.9	33	-5%	11%
Cc1ccccc1-c1nc(CN2CCC(C(=O)NCCC3=CCCCC3)CC2)c(C)o1	i	0.8	1%	17%	0.1%	1.4	i	21	3.1	74	-6%	13%
Cc1noc(C)c1NC(=O)N(C)C[C@H]1Oc2c(NC(=O)Nc3ccccc3)cccc2C(=O)N([C@H](C)CO)C[C@@H]1C	i	2.4	0%	nt	-2.5%	nt	i	8	0.3	52	nt	nt
OC(CN1CCN(c2ccccn2)CC1)Cn1c2ccccc2c2ccccc21 (stereo not given)	i	1.2	5%	5.4%	0.3%	1.1	i	20	18	62	11%	15%
CCCC1CCC(=C(C#N)C(N)=O)CC1 (stereo not given)	i	0.7	-4%	0.4%	0.0%	1	i	24	-1.5	75	-8%	1%
CCn1cc(C(=O)Nc2cccc(NC(C)=O)c2)c2cc(OC)c(OC)cc2c1=O	i	0.8	7%	1.4%	-0.1%	1.1	i	21	0.1	81	-8%	6%
O=S(=O)(Cc1ccccc1)NCC1CCCN(Cc2cccc3nonc23)C1 (stereo not given)	i	0.1	7%	-0.8%	0.2%	1	i	51	0.1	46	6%	6%
C/C=C/c1ccc(Oc2nnnn2-c2ccc(C(N)=O)cc2)c(OC)c1	i	0.7	0%	1.8%	-0.1%	1.1	i	29	0.6	43	-11%	3%
OCCC1CN(Cc2cccc(O)c2)CCN1CCc1ccccc1 (stereo not given)	i	0.3	-4%	-2.1%	-0.2%	1.1	i	3	-1.7	39	4%	-4%
CC(=O)C1=C(O)C(=O)N(CCC(=O)O)C1c1ccc(Cl)cc1Cl (stereo not given)	i	6.4	-2%	0.9%	4.3%	0.9	i	18	1.0	60	-11%	13%
COc1ccc(CC(=O)N2CCN(c3cccc(C)c3C)CC2)cc1	i	0.3	14%	8.9%	1.4%	nt	i	60	1.4	69	2%	13%
Cc1cccc(Oc2cc(NC(=O)Cn3cnc([N+](=O)[O-])n3)cc([N+](=O)[O-])c2)c1	i	0.4	-1%	11%	-5.3%	1	i	34	nt	nt	-18%	12%
COc1cc(C(=O)NNC(=O)c2cc(=O)[nH]c3ccccc23)cc(OC)c1OC	i	0.4	6%	-1.1%	1.5%[50 µM]	nt	i	14	-2.2	52	-1%	2%
CC1CCC(NC(=O)c2ccc(CS(=O)(=O)Cc3ccccc3F)o2)CC1 (stereo not given)	i	1.2	3%	-1.7%	-0.5%	1	i	20	0.6	32	-7%	0%
CC(Sc1nnc2ccccn12)C(=O)NCc1ccc2c(c1)OCO2 (stereo not given)	i	0.6	5%	0.1%	0.1%	1	i	20	0.5	35	4%	11%
O=C(CCN1C(=O)c2ccncc2C1=O)NCc1ccc(Cl)cc1	i	1.0	6%	0.8%	2.3%	1.1	i	39	-3.6	90	-5%	-3%
Cc1ccc(C(=O)NC(=S)Nc2ccc(N3CCOCC3)cc2)c(C)c1	i	0.4	7%	1.3%	-2.8%	1	i	50	2.7	40	3%	4%
O=C(CN(C(=O)C1CSC(=O)C1)c1cccc(F)c1)NCc1ccc2c(c1)OCO2 (stereo not given)	i	0.4	4%	-0.1%	0.0%	nt	i	45	0.8	58	-3%	11%
CC(=O)c1ccc(NC(=O)C2CC(c3ccc(F)cc3)=NO2)cc1 (stereo not given)	i	1.6	7%	-0.2%	3.4%	1.1	nt	nt	1.3	55	11%	17%

Some of these compounds in order of the MgcRacGAP inhibition value, lowest first.
molecule,MgcRacGAP inhibition
CN(C)S(=O)(=O)c1ccc(N2CCCC2)c(C(=O)N2CCN(S(=O)(=O)c3ccc(F)cc3)CC2)c1,-4%
CCOC(=O)C1CCN(S(=O)(=O)c2ccc(OC)c(C(=O)N3CCCCCC3)c2)CC1,3%
CCc1sc(C(=O)Nc2ccc3c(c2)OCO3)cc1C,4%

Part of the list above, reduced to Salmonella PhoP GFP and Myeloid diff MLP GFP+ MAC1+ %.
SMILES | Salmonella PhoP GFP | Myeloid diff MLP GFP+ MAC1+ %
CC(Sc1nnc2ccccn12)C(=O)NCc1ccc2c(c1)OCO2 (stereo not given) | 4% | 0.6
O=C(CCN1C(=O)c2ccncc2C1=O)NCc1ccc(Cl)cc1 | -5% | 1.0
Cc1ccc(C(=O)NC(=S)Nc2ccc(N3CCOCC3)cc2)c(C)c1 | 3% | 0.4
O=C(CN(C(=O)C1CSC(=O)C1)c1cccc(F)c1)NCc1ccc2c(c1)OCO2 (stereo not given) | -3% | 0.4
CC(=O)c1ccc(NC(=O)C2CC(c3ccc(F)cc3)=NO2)cc1 (stereo not given) | 11% | 1.6
